VHR inh abs = VHR1 phosphatase inhibitors, primary screen, biochemical, absorbance, uHTS. Dual specificity protein phosphatase 3 (Homo sapiens), P51452. recombinant VHR phosphatase, pNPP absorbance. inhibition, % at 13.3 µM. 290,000 tested, 0.52% active. AID 1654, 2009; in the data active means inhibition above about 50%; further: some compounds called inactive have numbers as strong as hits
Target sequence (P51452 whole entry, looked up): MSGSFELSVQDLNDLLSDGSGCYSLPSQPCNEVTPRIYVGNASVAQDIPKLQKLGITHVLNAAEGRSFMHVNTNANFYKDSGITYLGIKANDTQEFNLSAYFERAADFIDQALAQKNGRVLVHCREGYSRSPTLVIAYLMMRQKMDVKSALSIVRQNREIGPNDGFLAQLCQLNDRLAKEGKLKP
3CLpro inhibitor = SARS-CoV 3CLpro protease inhibitors, primary screen, biochemical, quenched FRET; Replicase polyprotein 1ab (Severe acute respiratory syndrome coronavirus), P0C6X7; 290,000 tested, 0.14% active; recombinant SARS-CoV 3CLpro, quenched FRET peptide cleavage; inhibition, % at 6 µM; AID 1706, 2009; in the data active means inhibition above about 12%
BoNT-F LC inh = BoNT/F light chain protease inhibitors, primary screen, biochemical, flow cytometry, MLPCN library; Botulinum neurotoxin type F light chain protease (Clostridium botulinum); Multiplex microsphere protease cleavage assay; inhibition, % at 10 µM; 360,000 tested, 0.22% active; AID 588497, 2011; in the data active means inhibition above about 35%, passing the limit was not always enough; inconclusive means no clear call, values can overlap the other calls; further: plate controls were buffer without enzyme for full effect and enzyme alone for no effect
CCHF vOTU inh = CCHFV vOTU protease inhibitors, primary screen, biochemical, Pep-AMC substrate, fluorescence; inhibition, % at 11.5 µM; 370,000 tested, 0.55% active; in the data active means inhibition above about 30%; further: 0% = vehicle wells with enzyme and 100% = no enzyme wells
BoNT A protease = BoNT/A light chain protease inhibitors, primary screen, biochemical, flow cytometry, MLPCN library; Botulinum neurotoxin type A light chain protease (Clostridium botulinum A str. ATCC 3502); multiplex microsphere protease substrate cleavage; inhibition, % at 10 µM; 360,000 tested, 0.17% active; further: plate controls were buffer without enzyme for full effect and enzyme alone for no effect
MazEF act = activators of E. coli MazEF toxin-antitoxin RNase, primary screen, biochemical, fluorescence, uHTS | 350,000 tested, 0.32% active | AID 504720, 2011 | activation, % at 20 µM | FAM/BHQ RNA-DNA oligo cleavage fluorescence, 5 h; in the data active means activation above about 50%
Target sequence (P0AE70 whole entry, looked up): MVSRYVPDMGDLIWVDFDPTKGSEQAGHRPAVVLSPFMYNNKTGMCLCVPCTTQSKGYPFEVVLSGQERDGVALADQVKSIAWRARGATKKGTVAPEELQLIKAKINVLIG
PriA SSB inh = inhibitors of Klebsiella pneumoniae PriA binding to SSB C-terminal tail, primary screen, biochemical, AlphaScreen; AID 1272365, 2023; inhibition, % at 33 µM; 430,000 tested, 0.6% active; AlphaScreen SSBct-PriA binding, biotinylated peptide; PriA–SSB C-terminal tail interaction (Klebsiella pneumoniae); in the data active means inhibition mostly above about 37%, no sharp cut-off; inactive means mostly below about 20%;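 further: plate controls were negative control peptide for no effect and reference peptide for full effect; strong numbers were not always called active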
Anthrax LF prot = Bacillus anthracis LF protease inhibitors, primary screen, biochemical, multiplex microsphere, MLPCN library; Lethal factor (Bacillus anthracis), P15917; multiplex microsphere protease cleavage assay; inhibition, % at 10 µM; 360,000 tested, 0.12% active; AID 588501, 2011; further: plate controls were buffer without enzyme for full effect and enzyme alone for no effect
Target sequence (P15917 whole entry, looked up): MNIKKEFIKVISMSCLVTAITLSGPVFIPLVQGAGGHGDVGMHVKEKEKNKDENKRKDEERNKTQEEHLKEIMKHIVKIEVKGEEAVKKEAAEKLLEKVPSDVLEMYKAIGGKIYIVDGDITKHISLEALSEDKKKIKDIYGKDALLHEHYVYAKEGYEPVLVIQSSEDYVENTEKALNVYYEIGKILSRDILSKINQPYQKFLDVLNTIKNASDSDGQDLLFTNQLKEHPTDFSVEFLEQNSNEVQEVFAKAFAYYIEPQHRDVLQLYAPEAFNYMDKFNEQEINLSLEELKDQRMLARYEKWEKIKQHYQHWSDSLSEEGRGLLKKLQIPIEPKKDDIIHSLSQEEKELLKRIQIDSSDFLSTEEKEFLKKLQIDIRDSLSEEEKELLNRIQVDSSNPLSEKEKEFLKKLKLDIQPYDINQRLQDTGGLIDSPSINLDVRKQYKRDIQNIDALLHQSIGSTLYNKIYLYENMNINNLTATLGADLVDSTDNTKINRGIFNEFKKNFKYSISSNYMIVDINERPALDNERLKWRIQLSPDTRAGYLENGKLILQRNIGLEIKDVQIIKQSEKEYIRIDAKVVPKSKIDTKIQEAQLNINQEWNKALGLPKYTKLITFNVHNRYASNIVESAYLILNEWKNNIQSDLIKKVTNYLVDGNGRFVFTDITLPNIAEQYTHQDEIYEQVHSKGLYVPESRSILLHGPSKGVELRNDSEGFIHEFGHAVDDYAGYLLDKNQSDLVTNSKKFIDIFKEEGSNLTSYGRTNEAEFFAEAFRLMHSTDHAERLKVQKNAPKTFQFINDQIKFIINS
Rv3671c protease = Rv3671c serine protease inhibitors, primary screen, biochemical, fluorescence polarization, M. tuberculosis H37Rv. 320,000 tested, 0.048% active. inhibition, % at 5.96 µM. P9WHR9; in the data active means inhibition above about 38%;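 further: extracellular domain of Rv3671c used as enzyme; 0% = enzyme with DMSO and 100% = no enzyme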
PrPC TRFRET = inhibitors of human cell surface prion protein PrPC, primary screen, cell-based, TR-FRET | Major prion protein (Homo sapiens), P04156 | TR-FRET read-out | inhibition, % at 13.8 µM | 370,000 tested, 0.43% active | AID 720596, 2013; in the data active means inhibition above about 24%; further: 0% = median of the test wells and 100% = reference compound wells
Numbers without * were called inactive; ? = inconclusive; nt = not tested or not shown; & = joins results of further samples. Unless noted, no stated cut-off is given here; in the data, active means inhibition above about 30%; inconclusive means no clear call, values can overlap the other calls; inactive means below that. A portion of the library; count on the stated rates, not on these rows.

SMILES	VHR inh abs	3CLpro inhibitor	BoNT-F LC inh	CCHF vOTU inh	BoNT A protease	MazEF act	PriA SSB inh	Anthrax LF prot	Rv3671c protease	PrPC TRFRET
COc1ccc(CCC(=O)OCC(=O)Nc2c(C)n(C)n(-c3ccccc3)c2=O)cc1	nt	nt	-9	10	-1.0	5	-1	-8	1	-1
O=C(COC(=O)c1n[nH]c2ccccc12)c1cc(F)ccc1F	8	1	-2	4	0.9	8	-4	-1	-10	-3
CCOC(=O)COc1cccc2c(=O)n(CC(=O)N3CCCc4ccccc43)ccc12	24	-1	-8	-2	-0.5	-2	-11&-9	-6	2	0
Cc1ccc(-c2ccc(/C=N/NC(=S)Nc3ccccc3)o2)cc1[N+](=O)[O-]	2	-4	-4	4	2.2	5	nt	0	6	2
N#CC(c1nc2ccccc2nc1N1CCCC1)S(=O)(=O)c1ccccc1 (centres undefined)	-1	-3	3	-110	26	-24	-2	16	-7	-6
COc1cc(C(=O)NCCCn2ccnc2)cc(OC)c1OC	-3	0	-1	11	0.2	8	-1	1	3	6
CCN(C(=O)CN1C(=O)COc2ccc(S(=O)(=O)N3CCCCCC3)cc21)c1cccc(C)c1	-12	-2	2	9	1.1	7	-8	0	2	-4
COc1nc2ccccc2c(=O)n1-c1ccc(C)cc1	-8	0	2	-6	-0.3	-1	-9	2	7	-6
Cc1noc(C)c1-c1nc(CSc2ccc(Cl)cc2)no1	14	3	?	11	?	0	1	12	6	7
Cc1cc(Oc2ccccc2)nc(N)n1	-7	-5	3	-8	-0.1	-3	-13	-2	1	6
CCCCCn1c(=O)[nH]c2cc(C(=O)N3CCN(CC)CC3)ccc2c1=O	4	-1	4	-3	0.0	9	7	-4	2	-4
COc1ccc(C(=O)/C=C/Nc2cc(C)on2)cc1	2	-2	6	9	0.1	1	nt	-2	-2	-4
COc1cccc(C(=O)COC(=O)c2ccc(NC(=O)c3ccccc3)cc2)c1	nt	1	-16	-2	-0.4	-6	-6	3	10	3
O=C(Nc1cccc2ncccc12)c1ccccc1Cl	-46	-4	?	2	3.0	9	-16	-7	-10	-11
CN1CCN(C(c2cccc(C(F)(F)F)c2)c2nnnn2C(C)(C)C)CC1 (centres undefined)	14	-3	4	-18	1.0	8	2	-3	-6	0
C=CCN1C(=O)S/C(=C\c2ccc(N3CCOCC3)cc2C)C1=O	16	6	-1	2	0.5	103*	-15	0	10	-8
CCN1CCN(CCNC(=O)c2ccc3c(c2)N(Cc2ccc(F)cc2)C(=O)/C(=C/c2ccccc2)S3)CC1	21	2	-19	8	0.5	8	21	-8	-28	-16
CCOC(=O)c1cc(C#N)c(Oc2ccccc2)nc1-c1ccccc1	2	2	-1	4	0.3	-5	-58	1	-5	8
Cc1ccc(-n2cc(CN(C)Cc3nccn3C)c(-c3cccc(C)c3)n2)cc1	30	0	-5	12	-0.5	-2	21	0	-8	7
COC(=O)[C@]12CCCCC=C1N(Cc1ccco1)C(=O)[C@H](CC(=O)NCC1CCCCC1)C2	nt	nt	-4	4	-1.1	nt	nt	-18	nt	3
Cc1ccccc1NC(=O)COc1ccccc1C	0	2	nt	-12	nt	3	-5	nt	2	1
Cn1c(Cn2c(=O)sc3ccccc32)nnc1SCC(=O)Nc1ccccc1F	-8	-1	-5	14	-0.9	-4	-16&6	-7	2	-8
COc1cc(NC(=O)CN2C(=O)C(=O)N(C3CCCC3)C2=O)cc(OC)c1	nt	nt	0	-2	0.5	-2	5	-6	-7	4
CCN(CC(=O)NC1CCS(=O)(=O)C1)S(=O)(=O)c1cc(Br)ccc1Br (centres undefined)	nt	nt	-3	1	1.4	5	-2	-3	-2	3
COc1cccc2cc(CC(=O)c3ccc(C)c(C)c3)c(=O)oc12	11	2	7	0	1.2	29	-7	9	-30	0
O=C(c1ccccc1F)N1CCN(c2ncccn2)CC1	19	-2	-31	6	-0.7	0	-4	-4	6	-2
Fc1ccc2[nH]c3c(N4CCc5ccccc5C4)ncnc3c2c1	20	1	nt	14	nt	8	-2	nt	2	26*
COC(=O)C(C)NC(=O)C12CC3CC(C1)CC(c1ccc(C)cc1)(C3)C2 (centres undefined)	-16	3	-23	7	0.6	2	-8	7	1	13
Cn1c(=O)c2c(nc(CN3CCc4ccccc4C3)n2Cc2ccccc2F)n(C)c1=O	-1	-7	-3	8	-0.1	-3	-2	-2	-11	27*
CCCOc1ccc(Cn2c(=O)oc3ccc(C)cc32)cc1OC	14	-1	-4	14	0.7	0	-17	-7	6	7
COc1ccc(CCNC(=O)CSCC(=O)Nc2ccccc2)cc1OC	18	3	?	-3	?	5	-1	-1	2	4
OCCC1CN(Cc2cnc(-c3cccc4ccccc34)nc2)CCN1C1CCCCC1 (centres undefined)	2	3	-1	13	-0.2	-2	2	-4	-2	11
Cc1ccccc1-n1nnnc1SCc1ncc(-c2ccccc2)o1	8	5	11	6	0.7	0	-19	4	2	-4
Cc1nc(NC(=O)CN2CCCCC2)sc1C(=O)N(C)C	5	-2	-26	-3	1.7	-5	-16	8	-10	0
CCOC(=O)C1(C)CCN1C(=O)c1ccc(OC)c(C(F)(F)F)c1 (centres undefined)	nt	nt	2	-5	0.4	nt	nt	1	nt	-6
CC1C=CCC2C(=O)N(c3ccc(Cl)cc3O)C(=O)C12 (centres undefined)	-2	3	-8	-8	-0.4	4	-13	-1	-9	-4
C=CCn1c(Cc2csc(N)n2)nnc1SCC(=O)Nc1ccccc1C(F)(F)F	15	-6	-3	-15	-0.9	3	74*	2	4	-4
COc1cc2[nH]c(=O)n(Cc3ccc(C(=O)NCC4CCCO4)cc3)c(=O)c2cc1OC (centres undefined)	29	1	6	-5	0.6	17	0	-3	3	4
Cc1ccccc1NC(=S)NCc1ccco1	-7	3	-5	-4	0.3	4	-8	0	-3	8
O=C(Nc1ccccc1)N(CCCN1CCOCC1)Cc1cccs1	46	-4	-3	-4	0.0	6	-2	-8	2	2
COC(=O)c1ccccc1NC(=O)c1cc2nc(C3CC3)cc(C(F)(F)F)n2n1	10	1	-3	-10	-4.3	3	-13	-2	4	1
Cc1ccccc1-c1nnc(SCC#N)o1	18	4	1	-15	-0.1	12	-13	0	4	-1
CN(C)c1cccc(CNC(=O)c2ccc3nc([C@@H]4O[C@H](CO)[C@H](O)[C@H](O)[C@H]4O)[nH]c3c2)c1	nt	nt	0	-4	0.1	nt	nt	-6	nt	-4
CC(C)NC(=O)Nc1cccc2c1O[C@H](CN(C)C(=O)Nc1ccc(C(F)(F)F)cc1)[C@@H](C)CN([C@H](C)CO)C2=O	nt	nt	-4	21	-0.3	9	-4	-2	0	0
O=C(c1ccccc1)c1ccc(N2CCCC2)cc1	30	-10	-11	8	3.0	3	9	0	9	-2
CC(C)=NNc1nc2c(c(=O)[nH]c(=O)n2C)n1CCCc1ccccc1	nt	-4	11	-1	1.3	4	-3	-12	-13	-3
CN1C(=O)c2cccc3c(Cl)ccc(c23)C1=O	17	6	-7	-7	?	-2	9	-2	-1	-16
O=C(Nc1ccccc1Cl)c1ccc2c(=O)n3c(nc2c1)CCC3	nt	nt	0	4	0.0	-2	3	-7	18	-6
COc1ccc(Cl)cc1NC(=O)CN(C)CC(=O)NCc1cccs1	nt	nt	-4	-10	0.4	-17	-16	-4	4	6
C[n+]1c(-c2ccc(C=NNC(=O)c3ccc(C(=O)NN=Cc4ccc(-c5cn6ccccc6[n+]5C)cc4)cc3)cc2)cn2ccccc21	nt	nt	-9	3	-0.9	nt	nt	-6	nt	8
C/C(=N\NC(N)=O)c1ccccc1Cl	27	-2	nt	-13	nt	11	nt	nt	0	2
Oc1ccc(Oc2ncc(Cl)cc2Cl)cc1	-2	-4	0	2	-1.0	-11	-8	2	2	2
Cc1cccc(C)c1N(CC(=O)N1CCN(C)CC1)S(C)(=O)=O	16	2	-16	9	-0.2	-5	-4	0	4	12
Cc1ccc(-c2cc([C@H]3[C@@H]4C=CCC[C@@]4(C)C(=O)N3Cc3ccccc3)ccc2F)cc1	7	nt	-1	11	0.0	-6	1	6	-1	-2
Cn1c(SCC(=O)NC(C)(C)C)nc(O)cc1=O	8	7	2	-3	0.6	-1	-6	1	-1	-1
Cc1nc2sccn2c(=O)c1S(=O)(=O)Nc1ccc(N2CCOCC2)c(Cl)c1	17	-3	3	-3	0.3	5	7	4	5	-2
CCOc1ccc(Cl)cc1S(=O)(=O)N1CCC(C(=O)NC2CC2)CC1	22	-5	-16	14	-3.9	2	-5	13	3	4
C=C1[C@@H](CCO)N(S(=O)(=O)C(C)(C)C)C[C@@H]1C	nt	nt	0	8	0.1	-2	1	1	nt	-3
Cc1ccc(Nc2n[nH]c(=S)s2)cc1C	nt	nt	-4	3	-0.2	5	nt	-2	nt	-3
CCOc1ccc(NC(=S)N2CCC(C(=O)c3ccc(OC)cc3)CC2)cc1	nt	nt	-2	8	0.1	7	nt	0	nt	-7

The last 2 records of the section above lead into the next.
SMILES	VHR inh abs	3CLpro inhibitor	BoNT-F LC inh	CCHF vOTU inh	BoNT A protease	MazEF act	PriA SSB inh	Anthrax LF prot	Rv3671c protease	PrPC TRFRET
Cc1ccc(Nc2n[nH]c(=S)s2)cc1C	nt	nt	-4	3	-0.2	5	nt	-2	nt	-3
CCOc1ccc(NC(=S)N2CCC(C(=O)c3ccc(OC)cc3)CC2)cc1	nt	nt	-2	8	0.1	7	nt	0	nt	-7
O=C(CSCc1ccc(Cl)cc1Cl)Nc1c[nH]c(=O)[nH]c1=O	32	1	-1	26	0.5	-1	-7	-1	1	2
COc1ccc(-c2nn(-c3ccccc3)cc2C=O)cc1[N+](=O)[O-]	-4	-1	?	-9	?	3	-7	-10	-8	0
COc1ccc(C2C=C(c3ccccc3)Nc3ncnn32)cc1 (centres undefined)	21	-4	-12	-57	-0.5	0	-7	1	8	-11
COc1cc(/C=N/NC(=O)NC23CC4CC(CC(C4)C2)C3)ccc1OCC(N)=O	-7	-1	-7	-3	-2.6	11	nt	-3	-2	0
CCOc1ccc(NC(=O)c2ccc(S(=O)(=O)N(C)C)cc2)cc1	16	-3	-12	5	-0.6	-3	-2	-12	-1	4
O=C(Nc1ncn[nH]1)c1c(Cl)ccc(Cl)c1Cl	31	5	?	-1	-0.4	-5	-6	-1	0	-2
Cc1cccc(NC(=S)Nc2cccc(C(F)(F)F)c2)n1	-7	-8	5	21	0.8	-25	-3	-2	-9	1
Oc1ccc(-c2nc3ccccc3s2)cc1	23	1	-3	-34	-1.2	-3	7	-9	10	17

Some of the entries so far, field by field.
> Cc1cccc(NC(=S)Nc2cccc(C(F)(F)F)c2)n1
  VHR inh abs: -7; 3CLpro inhibitor: -8; BoNT-F LC inh: 5; CCHF vOTU inh: 21; BoNT A protease: 0.8; MazEF act: -25; PriA SSB inh: -3; Anthrax LF prot: -2; Rv3671c protease: -9; PrPC TRFRET: 1
> Oc1ccc(-c2nc3ccccc3s2)cc1
  VHR inh abs: 23; 3CLpro inhibitor: 1; BoNT-F LC inh: -3; CCHF vOTU inh: -34; BoNT A protease: -1.2; MazEF act: -3; PriA SSB inh: 7; Anthrax LF prot: -9; Rv3671c protease: 10; PrPC TRFRET: 17
> CCOc1ccc(NC(=O)c2ccc(S(=O)(=O)N(C)C)cc2)cc1
  VHR inh abs: 16; 3CLpro inhibitor: -3; BoNT-F LC inh: -12; CCHF vOTU inh: 5; BoNT A protease: -0.6; MazEF act: -3; PriA SSB inh: -2; Anthrax LF prot: -12; Rv3671c protease: -1; PrPC TRFRET: 4

Screening results: PubChem BioAssay, several laboratories
